Assay outcomes: PubChem, The Scripps Research Institute Molecular Screening Center
M1 PAM = potentiates human M1 receptor response to acetylcholine. hit rate 0.088% among 360,000. P11229. AID 588819. activation, % at 3 µM. CHO-K1 hM1, Fluo-8 calcium fluorescence, ACh EC20; 0% = ACh EC20, 100% = maximal ACh; in the data active means activation above about 19%, passing the limit was not always enough
Target sequence (P11229 whole entry, looked up): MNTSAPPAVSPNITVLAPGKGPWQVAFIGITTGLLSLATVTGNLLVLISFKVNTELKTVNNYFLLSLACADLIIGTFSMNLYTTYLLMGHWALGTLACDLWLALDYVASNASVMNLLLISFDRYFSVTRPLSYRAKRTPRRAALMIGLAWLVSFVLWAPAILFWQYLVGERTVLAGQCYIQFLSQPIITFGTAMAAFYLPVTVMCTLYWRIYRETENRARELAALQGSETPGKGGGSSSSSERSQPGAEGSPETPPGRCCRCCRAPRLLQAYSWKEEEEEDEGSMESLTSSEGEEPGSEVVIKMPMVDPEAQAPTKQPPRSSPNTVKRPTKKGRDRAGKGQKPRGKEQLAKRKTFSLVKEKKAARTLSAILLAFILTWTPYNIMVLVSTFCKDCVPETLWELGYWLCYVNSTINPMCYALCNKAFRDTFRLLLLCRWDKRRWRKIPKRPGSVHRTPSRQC
CHO parental Ca = signal in parental CHO cells, OX1R antagonist counter-screen; hit rate 0.63% among 330,000; inhibition, % at 5.6 µM; AID 463079; parental CHO-K1, ATP-induced calcium, Fluo-8 fluorescence;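 active means inhibition above that plate's mean sample inhibition plus 3 SD, cut at about 26% in these data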;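 further: 0% = ATP-challenged DMSO wells and 100% = DMSO wells without ATP; some compounds past the cut are filed as inactive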
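Material: Parental CHO cells | Reagent: ATP | Compound dosing: Single nominal dose of 5.6 µM per compound | Detection: Intracellular calcium via Fluo-8 no-wash fluorescent dye | Read-out: % inhibition of ATP-induced calcium mobilization | Benchmarks: Low control ATP plus DMSO, high control DMSO only | Replicates: Singlicate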
CHO-K1 Ca PAM = M1 PAM counterscreen hit in parental CHO-K1 cells; ATP EC20, Fluo-8 calcium fluorescence; 0% at ATP EC20, 100% at ATP max; activation, % at 3 µM; hit rate 0.02% among 360,000;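 active means activation above the run cutoff, the mean activation of all test compounds plus 3 SD, cut at about 40% in these data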;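 further: peak over basal fluorescence ratio in a 140 s read after ATP addition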
M1 antag = human CHRM1 antagonism; AID 588852; hit rate 1.3% among 360,000; inhibition, % at 3 µM; P11229; CHO-K1 hM1, Fluo-8 calcium fluorescence, ACh EC80 antagonist;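 active means percent inhibition above its own plate's cutoff, namely the mean of that plate's compound wells plus 3 SD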;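 further: peak over basal fluorescence ratio during 140 s after agonist addition; 0% = ACh EC80 plus DMSO and 100% = DMSO alone without agonist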
CHO-K1 Ca ag = counter-screen for M1 agonists: effect in parental CHO-K1 cells | Fluo-8 calcium fluorescence; scaled to maximal ATP response, vehicle zero | activation, % at 3 µM | hit rate 0.48% among 360,000; in the data active means activation above about 15%;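 further: untransfected CHO-K1 host cells lacking M1 receptor as counterscreen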
TAAR1 agonist = human TAAR1 agonism | Q96RJ0 | CHO RD-HGA16 TAAR1, Fluo-8 calcium fluorescence; vehicle wells 0%, saturating PEA agonist 100% | activation, % at 3 µM | hit rate 0.99% among 360,000;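 active means activation above the mean activation of all test compounds in the run plus 3 SD, cut at about 38% in these data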
Target sequence (Q96RJ0 whole entry, looked up): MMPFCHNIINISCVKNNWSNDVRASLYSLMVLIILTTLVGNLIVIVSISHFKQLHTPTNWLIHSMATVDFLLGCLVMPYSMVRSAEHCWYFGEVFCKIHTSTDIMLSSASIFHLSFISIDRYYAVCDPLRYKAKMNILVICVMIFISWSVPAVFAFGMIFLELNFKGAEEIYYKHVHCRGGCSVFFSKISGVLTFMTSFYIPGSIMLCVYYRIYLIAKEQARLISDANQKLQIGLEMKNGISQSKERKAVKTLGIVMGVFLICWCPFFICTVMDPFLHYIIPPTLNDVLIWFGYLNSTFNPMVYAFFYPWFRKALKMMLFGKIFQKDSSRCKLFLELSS
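Benchmarks: low control DMSO, high control PEA (EC100); System: CHO RD-HGA16 cells carrying human TAAR1 plus Gα16; Detection: Fluo-8 fluorescence, 5 s baseline then 140 s kinetic read; Schedule: 17-24 h plating, Fluo-8 75 min 37 °C, 30 min RT; Read-out basis: % activation from peak over basal fluorescence ratio, DMSO-to-PEA scaled.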
TAAR1 antag = antagonists of human TAAR1. CHO RD-HGA16 TAAR1, Fluo-8 calcium fluorescence, antagonist. inhibition, % at 3 µM. hit rate 1.5% among 360,000. Q96RJ0;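 active means inhibition above a per-plate cutoff, the mean inhibition of test compounds on that plate plus 3 SD, cut at about 49% in these data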;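 further: 0% = DMSO plus EC80 beta-PEA response and 100% = DMSO alone without agonist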
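Material: RD-HGA16 CHO cells with stable hTAAR1 and Gα16; Dosing: single nominal final test compound concentration of 3 µM; Schedule: seeding 17-24 h prior, 75-min 37 °C, 30-min RT dye loading; Detection: kinetic Fluo-8 calcium fluorescence measurement; Measure: % inhibition from peak post-agonist over basal fluorescence ratio; Benchmarks: vehicle and agonist controls.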
M1 ag = human M1 muscarinic receptor agonism; P11229; CHO-K1 hM1, Fluo-8 calcium fluorescence, agonist mode; 0% DMSO, 100% acetylcholine EC100; activation, % at 3 µM; hit rate 0.33% among 360,000; AID 588814;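 active means activation above the run's mean compound activation plus 3 SD, cut at about 16% in these data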;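 further: peak over basal fluorescence ratio within a 140 s kinetic read after compound addition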
CHO-K1 Ca antag = nonselective inhibitor or artifact in parental CHO-K1 cells; ATP-induced calcium, Fluo-8 fluorescence; inhibition, % at 3 µM; hit rate 0.6% among 360,000;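 active means inhibition above a per-plate cutoff, the plate's mean sample inhibition plus 3 SD, cut at about 24% in these data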;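 further: 0% = DMSO plus EC80 ATP and 100% = DMSO alone without ATP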
* = called active by the depositor; x = not tested or not shown. Compounds as they come, and some 4.4% of all compounds hit somewhere here.

Start of the data: the first 2 compounds, ahead of the listing:
SMILES	M1 PAM	CHO parental Ca	CHO-K1 Ca PAM	M1 antag	CHO-K1 Ca ag	TAAR1 agonist	TAAR1 antag	M1 ag	CHO-K1 Ca antag
Cc1ccc(CC(=O)NCCCn2ccnc2)cc1	1	10	-11	0	-0.3	0	-16	-4	-11
C#CCOc1ccc2c3c(c(=O)oc2c1)CCCC3	-24	-7	7	27	1.1	9	-10	-9	0

This part in full, from the start:
SMILES	M1 PAM	CHO parental Ca	CHO-K1 Ca PAM	M1 antag	CHO-K1 Ca ag	TAAR1 agonist	TAAR1 antag	M1 ag	CHO-K1 Ca antag
Cc1ccc(CC(=O)NCCCn2ccnc2)cc1	1	10	-11	0	-0.3	0	-16	-4	-11
C#CCOc1ccc2c3c(c(=O)oc2c1)CCCC3	-24	-7	7	27	1.1	9	-10	-9	0
C#CCOCCOCCOCCNc1nc(N2CCN(C(=O)CCCCCCCCCCNC(=O)[C@H](CO)n3cc(CCCSC)nn3)CC2)nc(N2CCN(C(=O)CCCCCCCCCCNC(=O)[C@H](CO)n3cc(CCCSC)nn3)CC2)n1	9	-3	-4	-9	-0.4	3	14	-3	-11
O=C(CSc1ccc2nnc(-c3cccnc3)n2n1)N1CCOCC1	-4	-2	-5	10	0.5	0	-15	0	-3
COc1ccc(OCc2nc(C#N)c(NCCCn3ccnc3)o2)cc1	9	5	27	-19	1.4	1	-18	-6	-10
C=CCn1c(SCc2nc3ccccc3c(=O)[nH]2)nc2ccccc2c1=O	3	-30	12	-4	1.6	16	25	-3	1
Cc1nc2cc(NC(=O)N3CCN(c4ccccn4)CC3)ccc2o1	-5	-1	-10	6	0.0	3	5	-4	14
Cc1cc2nc(NC(=O)C3(C)CCN(C)C3)[nH]c2cc1C (stereo unspecified)	19	x	-4	-19	0.0	2	-17	-3	0
O=C(CCC(=O)Nc1nnc(C2CCCCC2)s1)Nc1ccccc1	16	-13	11	-18	0.2	3	-2	1	-4
COc1ccc(C(=O)N2CCCC(C)(C(=O)NS(=O)(=O)C3CC3)C2)cc1 (stereo unspecified)	-9	x	7	9	0.1	2	-26	-2	-1
S=C(N/N=C/c1ccc(Cl)c(Cl)c1)Nc1ccccc1Cl	-3	-14	-12	14	0.1	-1	-6	-2	-2
O=C(CN(Cc1ccccc1)S(=O)(=O)c1ccc(F)cc1)NCCC1=CCCCC1	2	-32	9	-10	1.1	0	-13	-3	4
O=C(O)c1ccc(C(=O)C(=O)c2ccccc2)cc1	10	-1	-16	0	-0.5	1	-29	-1	9
CC(=O)Nc1ccc(NC(=O)CN(c2ccc(C(C)C)cc2)S(=O)(=O)c2ccccc2)cc1	8	-22	17	-1	0.6	7	-32	-5	-19
Cc1ccc(NC(=O)c2ccco2)c(NC(=O)Cc2cccs2)c1	7	-13	2	-8	0.1	7	9	-1	-1
Fc1ccc(NC(=S)NC2CCN(Cc3ccccc3)CC2)cc1	-9	-5	3	7	5.0	10	-15	-7	-6
Cc1ccc(C(=O)c2ccc(N3CCN(C)CC3)c([N+](=O)[O-])c2)cc1	4	-13	-3	0	0.7	21	-30	-12	6
CCCCOc1ccc(C(=O)N/C(=C/C=C/c2ccccc2)C(=O)O)cc1	1	-11	3	3	-0.5	-2	-12	-14	6
COCCNC(=O)CSc1nc2ccccc2c2nc(C)nn12	5	-17	18	-3	-0.1	6	-5	-2	-14
O=C(c1ccco1)N1CCN(C(=O)c2cn(-c3ccccc3)nc2-c2ccc(F)cc2)CC1	1	x	12	-2	2.3	4	8	-3	-15
Cc1cccc(N(CC(=O)Nc2ccccc2F)S(C)(=O)=O)c1	11	-1	10	-5	0.1	6	-8	-2	-8
O=C1N[C@@H](Cc2ccccc2)C(=O)N2[C@H]1C[C@]1(Br)c3ccccc3N(S(=O)(=O)c3ccccc3)[C@H]21	7	-30	17	-3	0.0	2	8	-3	-14
CCOC(=O)CN1C(=O)N[C@@H](c2cccc(C(F)(F)F)c2)C(C(=O)OC)=C1C	8	-1	-4	-6	0.5	10	11	-3	-12
C/C=C/C(=O)NCCc1ccc(OC)c(OC)c1	14	1	26	-14	1.1	3	-15	-8	1
CCOC(=O)Cc1csc(CC(N)=O)n1	7	-2	21	-14	0.6	12	-35	-1	-21
O=S(=O)(CC=CCS(=O)(=O)c1ccccc1)c1ccccc1	11	x	13	-21	1.3	2	-5	0	-12
COc1ccc(C(=O)NCC(=O)NCC2(N(C)C)CCCCC2)cc1OC	9	-3	13	-5	0.3	10	13	-6	-7
Cc1ccc(CNc2cnccn2)s1	2	4	-2	-5	4.1	1	-22	-1	-10
CCCCN(C(=O)c1ccc(OC)c([N+](=O)[O-])c1)c1c(N)n(CCC)c(=O)[nH]c1=O	0	1	-14	-1	-0.3	3	14	-4	-9
O=C(CCc1nc(-c2ccccc2)no1)Nc1cccc(C(=O)NC2CC2)c1	6	-9	10	1	3.6	12	-6	2	-11
CSCCC(NC(=O)c1c(C)oc2c1CCCC2)C(=O)O (stereo unspecified)	3	-12	1	-1	0.0	2	15	-4	-4
O=S(=O)(NC1CC1)c1ccc(Br)cc1N1CCC[C@H]1CO	1	x	6	-2	1.0	1	-17	-5	1
C/C(=N\NC(=O)c1nnn(-c2nonc2N)c1-c1ccccc1)c1ccco1	6	x	14	-8	1.4	106*	-19	5	-6
CNC(=S)N1N=C(c2ccc(C)cc2)CC1c1ccc(OC)c(OC)c1 (stereo unspecified)	2	-18	7	-1	0.5	2	21	-1	-3
O=C(CNc1ccc2ccccc2c1)N/N=C/c1ccc([N+](=O)[O-])o1	9	41*	3	-7	0.5	2	23	-6	2
Clc1ccc(-c2noc(/C=C/c3ccccc3)n2)cc1	8	-11	-11	-8	0.6	6	-8	-1	-6
COc1ccc(N(CC(=O)NC2CC3CCC2C3)S(=O)(=O)c2ccc(C)cc2)cc1OC (stereo unspecified)	4	-14	-8	0	0.2	-2	1	-5	-2
O=C(NCc1n[nH]c(=S)n1-c1ccc(Cl)c(Cl)c1)c1ccco1	13	0	18	-11	0.5	0	-8	3	-3
Cc1ccc(-c2ccc(CN3C(CC(C)C)C(=O)N(Cc4cn(CCC5OCCO5)nn4)CCS3(=O)=O)cc2)cc1 (stereo unspecified)	-9	x	0	16	0.4	8	55*	-3	9
CCOCCCNC(=O)C(NC(=O)c1ccc(NC(C)=O)cc1)c1ccccc1 (stereo unspecified)	4	-3	-6	-12	0.4	1	-6	-9	7
COc1ccc(/C=N/NC(=O)c2ccc(Cl)cc2)cc1COC(C)=O	0	2	-10	-3	1.4	-3	-7	-4	2
C[C@@H]1CN(S(=O)C(C)(C)C)[C@@H](CCO)/C1=C\CCO (stereo partly specified)	4	x	12	4	0.4	2	12	-3	3
Cc1cc(C(=O)CSc2n[nH]c(N)n2)c(C)n1-c1cccc(F)c1	12	-9	11	-14	2.9	2	-11	-3	-12
CC1CCN(C(=O)COC(=O)c2ccc3c(c2)C(=O)N(Cc2ccco2)C3=O)CC1	-3	x	-27	-1	1.1	2	-21	-6	5
COc1ccc(-c2nnc(SCC(=O)N/N=C/c3ccccc3C(=O)O)n2-c2ccccc2)cc1	12	-16	-13	-17	-0.3	1	-23	1	6
COc1ccc2cc(C(=O)N3CCN(c4cccc(C)c4C)CC3)[nH]c2c1	2	x	21	-2	0.1	1	-18	-5	-11
CC1=C(C#N)CCC(=O)N1Cc1c(F)cccc1Cl	4	-9	-2	-7	-0.1	10	-7	-7	-3
O=C(Nc1ccc(Cl)c(S(=O)(=O)N2CCOCC2)c1)c1ccncc1	2	-7	-17	-9	0.5	4	-1	-1	-1
Cc1[nH]c(=O)[nH]c(=O)c1S(=O)(=O)N1CCCc2ccccc21	4	-5	15	-6	0.5	0	-14	-3	-5
COc1ccc(CN(C)C(=O)Cc2c[nH]c3ccccc23)c(OC)c1OC	2	x	-3	-18	3.1	0	5	1	-14
O=C(Nc1ccc(Cl)cc1)N1CCN(c2ccc3nnc(-c4ccc(F)cc4)n3n2)CC1	-31	-34	-3	42*	-0.6	24	6	-15	-21
c1ccc(CCCc2nc(-c3cccnc3)no2)cc1	5	-2	-14	-5	-0.6	4	-20	-4	2
CC(C)OC(=O)c1cn(-c2ccccc2)nc1-c1ccco1	6	-33	2	-29	0.0	-1	9	-3	-10
CCOC(=O)c1c(S(=O)(=O)NCC(=O)Nc2ccc(F)cc2)c(C)n(C)c1C	18	-12	12	-1	-0.4	0	-27	4	-15
O=C(/C=C/c1ccccc1[N+](=O)[O-])c1ccccc1Br	-2	-1	1	3	0.4	-1	12	-6	2
COCCNC(=O)c1ccccc1NC(=O)c1ccc(Cl)c(S(=O)(=O)Nc2ccc(C)cc2C)c1	-5	-12	15	14	6.1	13	27	2	-25
Cc1ccnc(NS(=O)(=O)c2ccc(NC(=O)c3ccccc3F)cc2)n1	3	-7	-22	-2	-0.1	1	-6	-2	15
O=C(O)CCC(=O)N1CCN(c2ncccc2C(F)(F)F)CC1	1	2	-17	-8	1.0	1	-28	-4	9
Cc1cc(C)n(Cc2ccc(NC(=O)c3c([N+](=O)[O-])c(C)nn3C)cc2)n1	6	-3	17	0	1.6	2	-1	-6	-5
COc1ccccc1CNC(=O)C(=O)Nc1ccc(C(=O)N2CCC(C)CC2)cc1	4	-24	8	-3	2.5	-1	-23	-1	-11

Next records:
SMILES	M1 PAM	CHO parental Ca	CHO-K1 Ca PAM	M1 antag	CHO-K1 Ca ag	TAAR1 agonist	TAAR1 antag	M1 ag	CHO-K1 Ca antag
COc1ccc(CN(C(=O)c2snc(C(N)=O)c2N)C(C(=O)NC2CCCC2)c2ccco2)cc1 (stereo unspecified)	-1	-16	14	-6	3.3	5	22	-2	-10
Cc1cn([C@H]2C[C@H](O)[C@@H](/C=C/C(=O)NCCc3cccnc3)O2)c(=O)[nH]c1=O	-1	x	-8	-13	-0.3	1	-18	-5	8
CCOc1ccc(NC2c3ccccc3C(=O)N2c2ccc(Cl)cn2)cc1 (stereo unspecified)	-7	-22	8	5	0.0	4	-32	-6	-7
CCOC(=O)c1ccc(NC(=O)CC2Sc3ncnn3C2=O)cc1 (stereo unspecified)	10	-23	14	-15	0.5	-1	1	0	1
COc1cc(/C=N\NC(=O)OC(C)(C)C)ccc1OC(=O)c1ccco1	-11	-16	-9	4	0.8	5	-2	-13	12
COc1ccc(/C=N/Nc2ccccn2)c(OC)c1OC	6	-11	15	-2	1.6	2	-10	-4	-13
COc1ccc(OC)c(C(=O)c2coc3cc(Br)c(O)c(Br)c23)c1	-4	-19	0	0	2.1	0	-1	-3	-18
COc1ccc(C(=O)OCC(=O)c2ccc(C3CCCCC3)cc2)cc1	-5	-4	-4	-16	0.3	1	7	-4	16
Cc1ccc(Cn2ncn(-c3ccccc3)c2=O)cc1	-12	-13	-1	4	-0.3	8	-1	-11	0
